Myeloid diff MLP = promotes myeloid progenitor differentiation. ER-HoxA9 myeloid progenitors, lysozyme-GFP differentiation, flow cytometry. calls only at 10 µM. 360,000 compounds, 1% hits. AID 624256;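 active means normalized GFP-positive differentiation at or above the plate's own cutoff, the solvent-only control mean plus 3 SD; inconclusive means no clear call, values can overlap the other calls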;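 further: cells exposed to compound for four days before flow analysis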
b-catenin transl = beta-catenin nuclear translocation modulation; HeLa beta-catenin nuclear translocation, immunofluorescence imaging; AID 1665; nuclear translocation activity, % at 5 µM; 190,000 compounds, 0.3% hits;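 active means nuclear translocation activity above 50% at 5 µM, with a well cell count of 50 or more; inconclusive means wells under 50 cells across six images, flagged as toxic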;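 further: per-cell ratio of nuclear to cytoplasmic median beta-catenin stain intensity; plate controls were DMSO negative control for no effect and GSK-3 inhibitor IX positive control for full effect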
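System: HeLa cells, endogenous beta-catenin; compound dosing: 5 µM primary single dose, 0.1% DMSO, 0.02–20 µM confirmation series; incubation: 24 h compound exposure at 37°C, 5% CO2; signal: beta-catenin immunofluorescence imaging with DAPI; evaluation: % activation, nuclear-to-cytoplasmic median beta-catenin signal ratio per cell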
RSV antiviral HEp-2 = inhibition of RSV-induced cytopathic effect – HEp-2 cells, primary 10 µM value included (AID 2391); 310,000 compounds, 0.13% hits; HEp-2 cells, RSV-induced CPE inhibition; higher % means a stronger effect; one-dose CPE inhibition, % at 10 µM; IC50 in µM for titrated hits; in the data active means a potency from the dose series; inconclusive means CPE inhibition mostly from about 23% at the one dose, without a potency; inactive means the rest, 99 in 100 with CPE inhibition below about 21%; further: strong numbers were not always called active
WT yeast gro inh = growth inhibition of WT yeast, mitochondrial fusion screen | mitochondrial fusion phenotypic screen, WT strain | inhibition, % at 10 µM | 190,000 compounds, 2.1% hits; in the data active means inhibition above about 58%; tested in S. cerevisiae
Salmonella PhoP GFP = PhoP-dependent GFP reporter repression – Salmonella Typhimurium, primary screen (AID 1863); 300,000 compounds, 0.16% hits; S. Typhimurium PhoP-regulated promoter GFP reporter, 4 h; higher % means a stronger effect; inhibition, % at 50 µM; hits with a dose series show IC50 in µM;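 active means inhibition over 29.93%, a cutoff 3 SD above the screen mean, later confirmed by dose response; inconclusive means inhibition over 29.93% but no dose response follow-up; inactive means inhibition at most 29.93% or unconfirmed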;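 further: 0% = low Mg2+ inducing control and 100% = high Mg2+ repressing control; strong numbers were not always called active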
Large T inhibition = SV40 large T antigen inhibitors, biochemical (AID 1903); SV40 large T antigen ATPase/helicase inhibition assay; higher % means a stronger effect; inhibition, % at 20 µM; hits with a dose series show IC50 in µM; 310,000 compounds, 0.39% hits; in the data active means a potency from the dose series; inconclusive means inhibition mostly from about 32% at the one dose, without a potency; inactive means the rest, 99 in 100 with inhibition below about 32%; further: strong numbers were not always called active
MgcRacGAP inhibition = MgcRacGAP GTPase-activating activity inhibitors, confirmation, biochemical, ADP Hunter fluorescence. MgcRacGAP-stimulated Rac1 GTP hydrolysis, ADP Hunter fluorescence; higher % means a stronger effect; GST-tagged Rac1 F28L mutant substrate. inhibition, % at 30 µM; hits with a dose series show IC50 in µM. 340,000 compounds, 0.6% hits. AID 624330;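 active means first-screen hits whose inhibition reached a set limit at any dose in the follow-up dose series; inconclusive means inhibition above the set first-screen limit but never retested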;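 further: fluorescence reports GDP produced by GAP-driven GTP hydrolysis; strong numbers were not always called active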
West Nile virus CPE = West Nile virus antiviral activity, cell-based, CPE readout (AID 1621); one-dose CPE inhibition, % at 10 µM; IC50 in µM for titrated hits; West Nile virus-infected cells, CPE inhibition; higher % means a stronger effect; 290,000 compounds, 0.02% hits; in the data active means a potency from the dose series; inconclusive means CPE inhibition mostly from about 3.7% at the one dose, without a potency; inactive means the rest, 99 in 100 with CPE inhibition below about 2.2%; further: strong numbers were not always called active
T cell modulator = modulates CD8 T cell binding to vesicles; 2C CD8+ T cell-vesicle binding, flow cytometry; active compounds read low; calls only at 7 µM; 330,000 compounds, 0.068% hits; AID 2052;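 active means response, share of CD8 T cells binding vesicles, and their 90th percentile fluorescence all below set limits, cut at about 80% in these data, passing the limit was not always enough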
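Test system: purified 2C TCR transgenic mouse naive CD8+ T cells. Probe or stimulus: QL9-peptide-loaded Drosophila micro-vesicles bearing Ld, ICAM-1 and B7-1. Incubation: binding step 1.5 h, 37 °C, antibody labelling 20 min, ice. Measured by: flow cytometry of vesicle-bound cells.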
WT yeast gro inh mutant strain = further read-out of WT yeast gro inh, marked with its call; inhibition, %; mitochondrial fusion phenotypic screen, mutant strain inhibition
b-catenin transl cell count 5 µM = second read-out of b-catenin transl, no call of its own (marks repeat the call); cell count; measured here: cell count, cytotoxicity flag
T cell modulator vesicle-bound % = also measured in T cell modulator; calls as there; double positive events, %; measured here: CD8+ vesicle-bound cell fraction;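 binding gate set so that unloaded-vesicle control wells show 10% double positive cells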
Myeloid diff MLP GFP+ MAC1+ % = recorded beside Myeloid diff MLP, whose call it bears; GFP+ MAC1+ double positive, %; measured here: differentiation confirmed by MAC1 staining
The depositor's hits bear a star; i = inactive; u = inconclusive; x = not tested or not shown.

SMILES	Myeloid diff MLP	Myeloid diff MLP GFP+ MAC1+ %	b-catenin transl	b-catenin transl cell count 5 µM	RSV antiviral HEp-2	WT yeast gro inh	WT yeast gro inh mutant strain	Salmonella PhoP GFP	Large T inhibition	MgcRacGAP inhibition	West Nile virus CPE	T cell modulator	T cell modulator vesicle-bound %
CCn1c(=O)cc(OCC(=O)Nc2ccccc2C#N)c2ccccc21	i	1.1	-4.1	1094	-0.2%	10	1	3%	-4%	7%	-0.2%	i	24
COc1ccc(OC)c(CCNC(=O)c2ccc(NC3=NC4CS(=O)(=O)CC4S3)cc2)c1 (stereo unspecified)	i	1.4	x	x	0.5%	x	x	x	1%	0%	0.5%	i	32
CCOC(=O)c1c(NC(=O)COC(=O)CNC(=O)c2ccc(Cl)cc2Cl)sc(C(=O)N(C)C)c1C	i	0.5	x	x	-1.3%	x	x	-6%	13%	7%	x	i	51
COc1ccc(S(=O)(=O)N(CC(=O)NCC2CCCO2)c2ccc(F)cc2)cc1OC (stereo unspecified)	i	1.1	-0.9	1369	-0.9%	34	7	6%	10%	6%	-0.7%	i	19
CC(=O)N1c2ccc(S(=O)(=O)N3CCC(C(=O)N4CCC(C)CC4)CC3)cc2CC1C (stereo unspecified)	u	x	x	x	2.1%	x	x	6%	-3%	-14%	-0.5%	i	10
CN(C)c1ccc(/C=C2/NC(=O)NC2=O)cc1	i	0.1	-0.5	776	3.1%	9	-7	-9%	35%	51µM*	-0.9%	i	56
O=C(NCc1ccccc1)C1=C[C@@H](C2CC2)C[C@@H](OCc2ccc(CO)cc2)O1	i	1.2	-0.5	1049	-0.6%	-8	-13	-5%	9%	11%	-0.7%	i	42
COC(=O)C(Sc1nc(C)cc(C)c1C#N)c1ccccc1 (stereo unspecified)	i	4.0	0.6	1367	-0.4%	25	7	-3%	7%	5%	-0.2%	i	11
CC(=O)Nc1ccc(S(=O)(=O)NC2(C(F)(F)F)NC(=O)N(c3ccccc3F)C2=O)cc1 (stereo unspecified)	i	0.4	-0.5	1558	2.0%	-2	-2	8%	-4%	7%	0.1%	i	48
Cc1cccc(Nc2cc(C)c3c(O)cccc3n2)c1C	i	0.5	-1.5	525	13%	70	76	39µM*	16%	17%	x	i	42
CCN1C(=O)/C(=C2/Sc3ccccc3N2CC)SC1=S	i	0.1	x	x	u	x	x	-15%	5%	13%	-0.1%	i	14
Cc1ccccc1C(=O)NC(=S)NC1CCSC1=O (stereo unspecified)	i	1.3	-2.3	531	2.6%	-6	-5	-2%	3%	3%	1.4%	i	38
Cc1nc(C)c2c(=O)cc(-c3ccccc3)[nH]c2n1	i	11	38	404	1.8%	-15	1	-8%	-7%	-2%	2.1%	i	54
COc1cccc(CN(C)C(=O)[C@@H](NC(=O)c2ccc(C)cc2)C(C)C)c1	i	0.3	x	x	0.8%	x	x	0%	3%	7%	-0.2%	i	58
CSc1nnc(NC(=O)c2ccco2)s1	i	0.7	x	x	0.1%	x	x	1%	6%	14%	-0.2%	i	59
N#CCCN(C(=O)COC(=O)CCc1ccccc1)c1ccccc1	x	x	x	x	4.4%	x	x	6%	23%	0%	0.1%	i	36
CCOc1ccc(S(=O)(=O)N2CCCCC2)cc1NC(=O)Cc1ccccc1	i	2.0	x	x	0.0%	x	x	x	x	5%	x	i	11
COc1cc(CN2CCCCC2)ccc1OCc1ccccc1	i	0.2	x	x	-1.8%	x	x	-2%	2%	26%	-1.0%	i	61
C=CCSc1nnc(-c2c[nH]c3ccccc23)n1CCOC	i	2.2	3.3	1474	1.6%	9	15	0%	10%	0%	-0.3%	i	30
CCOC(=O)c1cc(NC(=O)c2ccoc2C)cc(C(=O)OCC)c1	i	8.9	1.7	974	x	17	1	-4%	4%	6%	1.6%	i	45
Cc1ccc(SCCC(=O)N/N=C/c2ccncc2)cc1	i	0.2	-2.5	1107	-2.0%	-13	-8	0%	8%	x	-0.9%	i	43
Cc1ccc(C)c(Cn2c(=O)n(-c3ccc(CC(=O)NCc4ccco4)cc3)c(=O)c3sccc32)c1	i	3.4	-1.7	1096	0.5%	2	-19	-4%	7%	1%	-0.2%	i	24
CC1CCCC(C)N1C(=O)c1cccc2c1-c1ccccc1/C2=N/O (stereo unspecified)	i	0.5	-2.1	551	2.6%	15	-1	1%	8%	8%	1.0%	i	50
NS(=O)(=O)c1ccc(NC(=O)CSc2n[nH]c(=O)n2Cc2ccccc2)cc1	i	0.4	x	x	1.1%	x	x	-1%	3%	8%	-0.2%	i	23
O=C(COc1cccc(C(F)(F)F)c1)Nc1ccccc1N1CCCCC1	i	0.2	x	x	2.2%	x	x	-3%	12%	1%	x	i	54
CCCCn1c(=N)n(CC(O)COc2ccccc2)c2ccccc21 (stereo unspecified)	i	0.7	-4.0	879	0.3%	33	10	9%	1%	8%	0.1%	i	47
CN1C(=O)[C@H]2[C@@H](/C=C/c3ccccc3)N3C(=O)CN(CCO)C(=O)[C@@]3(Cc3ccccc3)[C@H]2C1=O	i	1.3	x	x	-0.8%	x	x	-6%	7%	9%	0.4%	i	28
CCc1cc(-c2onc(C)c2-c2cscn2)c(O)cc1OC	i	0.1	0.9	970	-1.4%	-12	2	-7%	u	1%	-0.4%	i	46
O=C(O)c1ccc2c3n(nc2c1)-c1ccc(Cl)cc1CO3	x	x	x	x	1.7%	x	x	0%	18%	x	-0.5%	i	14
CN1CCNC(=O)C1CC(=O)NCC1(c2ccccc2)CCCCC1 (stereo unspecified)	i	0.2	3.5	904	0.9%	29	1	x	x	3%	-0.3%	i	61
Cc1cn(S(=O)(=O)c2ccc(Br)cc2)cn1	i	1.3	x	x	0.1%	-31	-25	0%	10%	11%	-0.1%	i	25
Cc1cccc(N(C)S(=O)(=O)c2ccc3c(c2)NC(=O)CC(=O)N3)c1	i	0.3	-0.4	1086	-0.6%	7	-7	5%	17%	11%	1.0%	i	38
Cc1cc(=O)oc2cc(OCC(=O)NCc3ccncc3)ccc12	i	8.1	1.8	1444	0.2%	-15	1	0%	0%	2%	0.5%	i	12
CCOc1ccc(OCCC(=O)OCC(=O)N2CCN(c3ccc(OC)cc3)CC2)cc1	i	0.6	x	x	0.4%	x	x	-1%	16%	5%	x	i	29
CCN(CC)S(=O)(=O)c1ccc(O)c(C(=O)OCC(=O)N2c3ccccc3CC2C)c1 (stereo unspecified)	i	0.1	-0.2	1276	1.9%	x	x	6%	6%	-1%	-0.1%	i	46
O=C1N(CCCl)c2ccc(Br)cc2C12OCCO2	i	0.6	x	x	1.6%	x	x	-5%	-2%	3%	-0.1%	i	19
CC(C)CCN(C(=O)Cc1ccc(Cl)c(Cl)c1)c1c(N)n(Cc2ccccc2)c(=O)[nH]c1=O	i	0.6	-0.7	967	0.6%	-1	2	-2%	9%	4%	-0.6%	i	30
O=C(NS(=O)(=O)c1ccccc1[N+](=O)[O-])c1ccccc1	i	0.3	x	x	1.2%	x	x	-6%	11%	6%	0.2%	i	12
Cc1c(CC(=O)NCC(=O)N[C@H](Cc2ccccc2)C(=O)O)c(=O)oc2cc(O)ccc12	i	1.9	x	x	1.7%	x	x	x	x	3%	0.2%	i	18
Cc1ccc(-c2nnc(SCC(=O)Nc3ccccc3F)o2)cc1	i	0.9	-0.7	1162	0.9%	14	4	0%	2%	6%	-0.7%	x	x
Cc1ccc(CN(C)C(=O)CCc2c[nH]c3ccccc23)o1	x	x	x	x	1.2%	x	x	-8%	10%	10%	-0.4%	i	10
O=C(O)c1ccc(CNC(=O)c2ccccc2NC(=O)c2cccc([N+](=O)[O-])c2)cc1	i	0.3	-1.7	1135	-1.3%	-9	-4	-2%	11%	0%	0.1%	i	60
COc1ccc(OCC(=O)OCC(=O)NC2CCCCC2C)cc1 (stereo unspecified)	i	0.3	x	x	0.9%	x	x	x	x	1%	x	i	41
Cc1ccc2c(c1)C(c1ccncc1)=NNC(c1ccc(F)cc1)=N2	i	0.4	-0.8	1052	-0.6%	-4	-2	10%	6%	-1%	-0.9%	i	56
CCCOc1cc(C)c(S(=O)(=O)NCCOC)cc1C	i	2.6	x	x	0.0%	-6	-3	-2%	11%	3%	-0.3%	i	50
CCc1cc2cc(C)cc(C)c2nc1SCC(=O)N1CCN(C(=O)c2ccco2)CC1	i	0.7	-0.4	1146	1.5%	27	39	8%	6%	14%	-0.3%	i	1
O=C(NCCN1CCOCC1)C(=O)NCc1ccco1	i	0.5	-0.3	1623	2.0%	-1	2	-4%	6%	3%	0.9%	i	51
CCCCN(CC)CCNC(=O)c1cc2c(C)nc3ccccc3c2o1	i	2.7	2.2	901	0.1%	-6	2	-13%	4%	10%	-0.1%	i	15
CN(C)/C=C(/C(=O)c1ccccc1Cl)S(C)(=O)=O	i	0.1	-0.4	1560	x	-1	-8	10%	4%	2%	1.4%	x	x
Nc1nc2c(Cl)ccc(Cl)c2s1	i	0.8	2.3	964	u	0	3	-5%	6%	12%	0.9%	i	39
COc1ccccc1CN1CC(C(=O)NCc2ccc(C)c(F)c2)CCC1=O (stereo unspecified)	i	1.6	x	x	2.7%	x	x	7%	15%	6%	-0.5%	i	15
CCCn1nnnc1SCC(=O)N1CCOCC1	i	0.9	-3.7	990	0.4%	-10	14	0%	7%	-3%	0.0%	i	24
CC1=C(C(=O)OCc2ccccc2)C(c2cccs2)N2C(=O)CCSC2=N1 (stereo unspecified)	i	0.6	2.1	471	5.6%	78	83	-3%	1%	0%	-0.3%	i	19
